High-throughput results deposited in PubChem BioAssay by several laboratories.
MCL1 BIM primary = inhibitors of MCL1 binding to BIM-BH3, primary screen, biochemical, fluorescence polarization; GST-MCL1 / FITC-Bim-BH3 fluorescence polarization; inhibition, % at 10.9 µM; hit rate 0.68% among 320,000;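 active = inhibition above the mean inhibition of all tested compounds plus 3 SD, set per campaign, cut at about 40% in these data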;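 note: 0% = DMSO wells and 100% = unlabeled Bim-BH3 peptide control; higher means more loss of mP so more displacement of Bim peptide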
Target sequence (Q07820 whole entry, looked up): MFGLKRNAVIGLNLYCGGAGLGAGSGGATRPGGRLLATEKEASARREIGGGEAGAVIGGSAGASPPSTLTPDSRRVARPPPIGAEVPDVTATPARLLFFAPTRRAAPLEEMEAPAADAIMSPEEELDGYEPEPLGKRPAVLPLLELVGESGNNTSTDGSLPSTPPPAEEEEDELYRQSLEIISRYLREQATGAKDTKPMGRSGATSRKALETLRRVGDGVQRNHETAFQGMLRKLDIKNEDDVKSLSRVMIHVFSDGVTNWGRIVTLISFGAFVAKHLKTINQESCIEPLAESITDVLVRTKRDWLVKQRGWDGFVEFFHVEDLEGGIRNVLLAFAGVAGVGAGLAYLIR
Fam108B inh = mouse Fam108B serine hydrolase inhibitors, primary screen, counter-screen for RBBP9 inhibitor project, biochemical, fluorescence polarization; inhibition, % at 9.51 µM; recombinant Fam108B, FP-Rh probe fluorescence polarization; hit rate 0.33% among 300,000;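 active = inhibition above the screen mean inhibition plus 3 SD, computed separately per campaign, cut at about 18% in these data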;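 note: inhibitors lower polarization as less probe binds the enzyme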
GLD-1 RNA inh = GLD-1/TGE RNA complex disruptors, primary screen, biochemical, fluorescence polarization | Female germline-specific tumor suppressor gld-1 (Caenorhabditis elegans), Q17339 | purified GLD-1 + fluorescein TGE RNA | inhibition, % at 5.96 µM | hit rate 0.44% among 320,000;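 active = percent inhibition above a per-plate cutoff, the plate mean of test compounds plus 3 SD, cut at about 30% in these data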;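 note: 0% = DMSO wells with GLD-1 and probe and 100% = wells lacking GLD-1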
PME-1 inh = PME-1 inhibitors via competitive probe labeling, primary screen, biochemical, fluorescence polarization, FP-Rh probe, HTS | Protein phosphatase methylesterase 1 (Homo sapiens), Q9Y570 | recombinant PME-1 | inhibition, % at 5.9 µM | hit rate 0.53% among 320,000;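 active = inhibition above the campaign mean of all compounds plus 3 SD, cut at about 26% in these data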;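 note: competitive labeling of PME-1 active site by serine hydrolase directed probe; 0% = PME-1 with DMSO and 100% = wells lacking PME-1 enzyme; inhibitors block probe labeling so polarization falls and inhibition rises; many of its hits are not listed in these tables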
pPAFAH FP inh = pPAFAH enzyme inhibitors, primary screen, biochemical, fluorescence polarization, human; hit rate 1.5% among 330,000; AID 463082, 2010; Platelet-activating factor acetylhydrolase (Homo sapiens), Q13093; inhibition, % at 3.39 µM; recombinant pPAFAH, FP-rhodamine probe fluorescence polarization;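 active = inhibition above the mean inhibition across the screen plus 3 SD, cut at about 25% in these data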;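 note: inhibitors block binding of the rhodamine activity-based probe so polarization drops; 0% = enzyme with DMSO and 100% = wells lacking pPAFAH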
Target sequence (Q13093 whole entry, looked up): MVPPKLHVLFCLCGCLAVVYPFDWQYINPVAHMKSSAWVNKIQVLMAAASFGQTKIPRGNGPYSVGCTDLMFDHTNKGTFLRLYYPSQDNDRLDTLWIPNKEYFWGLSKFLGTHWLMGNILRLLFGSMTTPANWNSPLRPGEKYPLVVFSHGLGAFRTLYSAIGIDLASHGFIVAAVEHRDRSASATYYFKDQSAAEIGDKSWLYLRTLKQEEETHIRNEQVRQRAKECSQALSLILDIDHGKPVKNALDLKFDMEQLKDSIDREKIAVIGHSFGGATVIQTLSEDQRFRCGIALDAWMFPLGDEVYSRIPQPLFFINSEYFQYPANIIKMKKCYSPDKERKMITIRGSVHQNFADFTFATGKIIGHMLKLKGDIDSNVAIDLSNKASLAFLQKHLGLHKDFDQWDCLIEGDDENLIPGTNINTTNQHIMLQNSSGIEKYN
PAFAH1B2 inh = PAFAH1B2 enzyme inhibitors, primary screen, biochemical, fluorescence polarization, human; recombinant PAFAH1B2, FP-rhodamine activity probe; inhibition, % at 3.39 µM; hit rate 1.2% among 340,000; Platelet-activating factor acetylhydrolase IB subunit alpha2 (Homo sapiens), P68402;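 active = inhibition above the mean of all tested compounds plus 3 SD, cut at about 24% in these data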;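 note: 0% = enzyme with DMSO and 100% = wells lacking PAFAH1B2; many of its hits are not listed in these tables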
Target sequence (P68402 whole entry, looked up): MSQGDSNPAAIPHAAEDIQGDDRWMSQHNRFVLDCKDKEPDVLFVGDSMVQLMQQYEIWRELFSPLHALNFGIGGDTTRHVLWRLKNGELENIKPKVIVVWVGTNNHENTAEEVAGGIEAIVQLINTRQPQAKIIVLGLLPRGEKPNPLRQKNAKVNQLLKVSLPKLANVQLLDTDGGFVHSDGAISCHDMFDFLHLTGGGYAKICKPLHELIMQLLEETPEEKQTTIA
MEX-5 binding = MEX-5 zinc finger RNA-binding disruptors – biochemical, C. elegans, fluorescence polarization, MLPCN library, primary screen | Zinc finger protein mex-5 (Caenorhabditis elegans), Q9XUB2 | MEX-5/FITC-TCR2 RNA binding; stronger effect = lower value | hit rate 0.38% among 300,000 | activity score (negative = inhibition of binding), % at 10 µM;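 active = inhibition past about -25% in most replicates, and total fluorescence under double the plate's negative control median, limit read from the data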;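 note: 0% = DMSO and -100% = 5 µM competing unlabeled TCR2 RNA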
AHR act = AHR activators, primary screen, cell-based, luminescence, luciferase reporter, human | AID 2796, 2010 | activation, % at 5 µM | AHR-responsive luciferase reporter cells | hit rate 2.5% among 320,000; in the data active = activation above about 47%;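 note: 0% = vehicle wells and 100% = reference agonist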
BCLXL inh = inhibitors of human Bcl-xL, primary screen, biochemical, fluorescence polarization, HTS; Bcl-2-like protein 1 (Homo sapiens), Q07817; GST-Bcl-xL / FITC-Bim BH3 peptide fluorescence polarization; inhibition, % at 10.9 µM; hit rate 0.7% among 320,000;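 active = inhibition above the mean of all tested compounds plus 3 SD, cutoff set per campaign, cut at about 30% in these data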;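 note: 0% = DMSO wells and 100% = unlabeled Bim-BH3 peptide competitor; inhibitors lower millipolarization by displacing the labeled peptide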
* marks the source's active call; other numbers are inactive results; · = not tested or not shown.

Below each SMILES: MCL1 BIM primary, Fam108B inh, GLD-1 RNA inh, PME-1 inh, pPAFAH FP inh, PAFAH1B2 inh, MEX-5 binding, AHR act, BCLXL inh
Cc1ccsc1/C=N/NC(=O)c1cccs1
    1, 1, 3, -5, 7, 3, 1.5, 32, 3
O=C(O)CC(c1ccccc1)n1cnnn1 (configuration not stated)
    3, -1, -7, 4, 2, 0, 0.5, -1, 3
Cc1cc(C)c2nc(N3CCC(C(=O)NCC4CCCO4)CC3)sc2c1 (configuration not stated)
    -3, 2, 6, 1, 4, 9, -1.4, 4, 3
CCCn1cnc2c(sc3nc4c(cc32)CSC(C)(C)C4)c1=O
    10, 0, -4, 1, 4, -2, 0.7, 2, 8
Cc1cccc(Nc2sc(C(=O)c3cc4cc(Cl)ccc4o3)c(N)c2C#N)c1
    4, -12, -3, -6, 6, 1, -7.1, 7, 6
CC(=O)Nc1ccc(NS(=O)(=O)c2cc(Cl)sc2Cl)cc1
    0, -4, -1, 0, 4, 3, 0.2, 1, 4
CCCOc1ccc(C2=CC(=O)C[C@H](c3ccc(OC)cc3)C2)cc1
    3, ·, -2, 0, 2, 1, ·, 2, 3
COc1ccc(CCn2c(N)cc(=O)[nH]c2=O)cc1OC
    -4, -1, -4, 1, -1, 1, -2.8, -1, -2
COC(C(=O)NC1CC1)c1ccccc1 (configuration not stated)
    5, 2, 4, 5, 2, -3, 0.4, -2, 4
c1ccc(-c2[nH]ncc2CN2CCc3ccccc3C2)cc1
    5, 0, -1, -1, 5, -3, 3.3, 12, 7

Following part:
Below each SMILES: MCL1 BIM primary, Fam108B inh, GLD-1 RNA inh, PME-1 inh, pPAFAH FP inh, PAFAH1B2 inh, MEX-5 binding, AHR act, BCLXL inh
CCc1ccccc1NC(=O)CSc1nnc([C@H](CCSC)NC(=O)OC(C)(C)C)o1
    0, -4, 6, -3, -5, 0, 2.9, 0, 1
O=C1CN(C(=O)N[C@@H](Cc2ccccc2)C(=O)N[C@H](C(=O)O)c2ccccc2)c2ccccc2N1
    0, -1, -3, 2, 1, -3, -2.0, 1, 5
COc1ccc(OCCN(C)CC(=O)Nc2ccccc2SC)cc1
    -5, -2, 9, 8, -3, 2, -2.0, 0, -5
COC(=O)CC(NC(=O)CN1CCN(c2ccc(F)cc2)CC1)c1cccc(F)c1 (configuration not stated)
    7, 1, -4, -2, 0, 3, 1.2, 1, 5
CCOC(=O)c1cc(C)nc(S(C)(=O)=O)c1C#N
    4, 0, 1, 4, 0, 11, -1.2, -1, 4
CCN(/N=C/c1ccccc1)c1cc(=O)n(C)c(=O)[nH]1
    0, -1, 4, -6, 3, 0, -0.4, 24, 1
Cc1cc(N(C(=O)c2ccco2)C(C(=O)NC2CCCCC2)c2ccccc2)ccc1-n1cnnn1 (configuration not stated)
    -5, 2, 1, -7, -2, -1, -1.5, -4, 1
Cc1ccc(S(=O)(=O)N2CCN(C(=O)c3cc(=O)c4ccccc4o3)CC2)cc1
    6, 0, -2, 2, -3, 7, 1.3, 2, 8
O=C(Oc1ccc(N(C(=O)c2ccncc2)S(=O)(=O)c2ccc(F)cc2)cc1)c1ccncc1
    2, -1, -4, -2, 6, 4, -1.7, 2, 2
CCc1ccccc1NC(=O)Cn1nnc(C(=O)NCc2cccc(OC)c2)c1N
    3, -6, -3, 3, 1, 1, 1.4, 1, -1

The listing continues:
Below each SMILES: MCL1 BIM primary, Fam108B inh, GLD-1 RNA inh, PME-1 inh, pPAFAH FP inh, PAFAH1B2 inh, MEX-5 binding, AHR act, BCLXL inh
O=C(CCSc1nc(-c2ccco2)cc(C(F)(F)F)n1)NCCc1ccccc1
    -1, -2, 5, -5, 5, -1, 0.2, 0, 3
COC(=O)c1ccc(CSC(=N)N)o1
    16, 3, -2, 4, 0, 3, 1.9, 2, 8
COc1ccc(N2CCN(C(=O)COC(=O)c3cccc(OC)c3O)CC2)cc1
    ·, ·, 9, ·, 4, 3, ·, -1, ·
O=C(NCCS(=O)(=O)N1CCCC1)c1ccccc1
    6, 3, -7, 5, -1, 1, -0.6, -1, 6
O=C(COc1ccccc1Cl)N1CCN(c2ccc([N+](=O)[O-])c(N3CCCCC3)c2)CC1
    5, -2, 8, -3, 3, 2, -0.3, 0, 3
O=C(COc1ccc(Br)cc1)NCCNC(=O)c1ccncc1
    0, 1, 3, 10, -1, -1, 0.7, 4, 2
Cc1cc(Br)ccc1NS(=O)(=O)c1c(C)[nH]c(=O)[nH]c1=O
    -9, -6, -1, -1, 3, 8, 0.0, 3, -1
O=C(COc1ccccc1)NCc1ccc(-n2cccc2)cc1
    10, 0, 2, 7, 4, 3, -2.2, 2, 2
CCOC(=O)C1(CCOC)CCN(C(=O)c2ccccc2-c2cccc(C)c2)CC1
    5, 5, 2, -1, 1, 2, -1.2, -1, 2
O=C(Cc1ccc(S(=O)(=O)N2CCOCC2)s1)Nc1ccc(S(=O)(=O)N2CCCCC2)cc1
    -12, -8, 3, -15, 21, 0, 4.0, 6, -7

Remaining list, next part
Below each SMILES: MCL1 BIM primary, Fam108B inh, GLD-1 RNA inh, PME-1 inh, pPAFAH FP inh, PAFAH1B2 inh, MEX-5 binding, AHR act, BCLXL inh
O=S(=O)(Cc1cc(Cl)nc(-c2ccncc2)n1)c1ccccc1
    8, 3, 1, -1, -5, -4, 2.2, 5, 6
O=C(CNC(=O)c1cccs1)c1ccc([N+](=O)[O-])cc1
    -8, 2, 5, -10, 4, -2, -0.6, 78*, -2
COc1ccc(-c2ccc(=O)n(CC(=O)Nc3ccc(C(=O)NC4CC4)cc3)n2)cc1OC
    -4, -3, 3, 6, 4, 1, 2.2, 3, 1
O=C(c1ccccc1)N1CCN(c2ccccc2F)CC1
    -1, -6, 2, -2, 5, -2, 2.9, 0, -1
c1ccc2c(c1)-c1cccc3c1c-2cc1ccccc13
    0, ·, 4, -8, -2, ·, ·, 102*, 4
Cc1csc(NC(=O)C2CCCN2C(=O)OCC(C)C)n1 (configuration not stated)
    3, 1, 4, -7, 2, 3, 0.0, 3, 1
CCO[C@@H]1OC(C(=O)NC2CC2)=C[C@H](C)[C@H]1CCCO
    -3, 3, -1, 8, 1, 2, -2.3, 2, 2
CN1C(=O)C(C)(C)c2cc(S(=O)(=O)NCc3ccc(Cl)cc3)ccc21
    5, -2, -2, -8, 6, 7, 0.6, -1, 5
COc1ccc(NC(C)=O)cc1NC(=O)CSc1nc2ncccc2[nH]1
    3, 8, -3, -4, 1, -3, -6.5, 5, 2
Cc1cccc(N2CCN(C(=O)C3CCN(S(=O)(=O)c4cccnc4)CC3)CC2)c1C
    -1, 1, -7, -1, 6, -3, 0.4, -1, -1

The listing continues:
SMILES	MCL1 BIM primary	Fam108B inh	GLD-1 RNA inh	PME-1 inh	pPAFAH FP inh	PAFAH1B2 inh	MEX-5 binding	AHR act	BCLXL inh
Nc1c(C(=O)Nc2ccccc2)sc2nc3c(c(-c4ccco4)c12)CCC3	7	1	-2	7	8	4	-5.2	15	4
CC(Cc1ccccc1)(NC(=O)CN)c1ccccc1 (configuration not stated)	2	-5	10	-3	-7	·	-0.3	0	-7
Cn1c(Cn2cnc3ccccc32)nnc1SCC(=O)CC(=O)Nc1ccccc1	5	-2	1	0	7	4	0.6	5	4
Cc1cc(OC(=O)c2ccc(C)c(C)c2)c([N+](=O)[O-])c(=O)[nH]1	-6	-3	9	2	5	2	-2.4	2	2
Clc1ccc(-c2ccc(CN3CCCCC3)o2)cc1	21	-1	-4	1	0	7	-0.7	2	9
COc1ccc(NC(=O)NC23CC4(C)CC(C)(CC(C)(C4)C2)C3)cc1	10	0	2	3	0	-2	-1.5	-1	2
COc1ccccc1NC(=O)N1CCN(c2ccc(F)cc2)CC1	3	-1	-2	-5	6	3	-1.0	-10	0
NS(=O)(=O)c1cccc(NS(=O)(=O)c2ccc(/C=C/C(=O)OCC(=O)c3ccccc3)cc2)c1	-5	-6	-5	-7	2	2	-4.4	2	-4
Cc1ccc(C(=O)N/C(=C/c2ccco2)C(=O)O)cc1	14	4	8	-9	1	5	-2.4	5	10
O=S(=O)(Nc1cccc(C(F)(F)F)c1)c1cccnc1	2	3	7	3	4	8	-0.6	2	2
Cc1cc(C)c(C(=O)c2ccc(C(=O)N3CCCCC3)cc2)c(C)c1	-4	0	-7	7	7	4	1.1	0	-1
COc1cccc2cc(-c3cn4ccc(C)cc4n3)c(=O)oc12	-9	-2	-16	-4	0	2	-0.7	6	-7
O=C(OCc1ccccc1F)c1ccc2c(c1)OCCO2	-7	-5	-1	7	9	1	3.8	1	-3
CCC(CC)c1nnc(NC(=O)[C@@H](NC(=O)c2cccc(C)c2)C(C)C)s1	-8	1	-3	-3	5	4	1.7	1	0
NNS(=O)(=O)c1ccc(Sc2ccccn2)c([N+](=O)[O-])c1	-3	-2	4	0	1	9	-2.8	2	4
O=C(Cn1cnc2c(cnn2-c2ccccc2Cl)c1=O)N1CCc2ccccc21	-7	1	-2	2	2	-4	-1.8	5	-2
C/C(=N\Nc1nc(-c2ccccn2)nc2ccccc12)c1ccc(F)cc1	2	-1	0	-6	4	1	0.7	23	-1
O=S(=O)(NCc1ccc(Cl)cc1)NCc1ccc(Cl)cc1	-9	-1	-6	0	0	6	1.3	1	0
Cc1ccc(C(c2nnnn2CC2CCCO2)N2CCN(c3cccc(C)c3C)CC2)cc1 (configuration not stated)	-2	-7	7	-11	4	1	4.6	7	1
O=C(NC(=S)Nc1ccccc1N1CCCC1)c1ccc([N+](=O)[O-])cc1	10	7	8	4	2	2	0.9	21	6
Cc1ccc(-c2nn(-c3ccccc3)cc2CC(=S)N2CCOCC2)cc1	7	-1	6	0	3	3	1.0	5	6

Part of the list above in another layout:
Structure: COc1cccc2cc(-c3cn4ccc(C)cc4n3)c(=O)oc12
  MCL1 BIM primary: -9
  Fam108B inh: -2
  GLD-1 RNA inh: -16
  PME-1 inh: -4
  pPAFAH FP inh: 0
  PAFAH1B2 inh: 2
  MEX-5 binding: -0.7
  AHR act: 6
  BCLXL inh: -7
Structure: Cc1ccc(C(c2nnnn2CC2CCCO2)N2CCN(c3cccc(C)c3C)CC2)cc1 (configuration not stated)
  MCL1 BIM primary: -2
  Fam108B inh: -7
  GLD-1 RNA inh: 7
  PME-1 inh: -11
  pPAFAH FP inh: 4
  PAFAH1B2 inh: 1
  MEX-5 binding: 4.6
  AHR act: 7
  BCLXL inh: 1
Structure: O=C(Cn1cnc2c(cnn2-c2ccccc2Cl)c1=O)N1CCc2ccccc21
  MCL1 BIM primary: -7
  Fam108B inh: 1
  GLD-1 RNA inh: -2
  PME-1 inh: 2
  pPAFAH FP inh: 2
  PAFAH1B2 inh: -4
  MEX-5 binding: -1.8
  AHR act: 5
  BCLXL inh: -2
Structure: Cn1c(Cn2cnc3ccccc32)nnc1SCC(=O)CC(=O)Nc1ccccc1
  MCL1 BIM primary: 5
  Fam108B inh: -2
  GLD-1 RNA inh: 1
  PME-1 inh: 0
  pPAFAH FP inh: 7
  PAFAH1B2 inh: 4
  MEX-5 binding: 0.6
  AHR act: 5
  BCLXL inh: 4

Some of the compounds tested; count on the stated rates, not on these rows.
